GLP1R ag: agonists of human GLP-1 receptor | P43220 | HEK293 GLP-1R CRE-luciferase, luminescence, 4-6 h; cells express a hypersensitive GLP-1R form | Potency, µM (titrated, usually from 45.6 µM), for inactives: at the top dose activation, most hits filed as activators | 0.007% of 380,000 active | AID 624172; also: potency is read from the fitted curve at half-maximal effect; % of control where 0% means no effect
Target sequence (P43220 whole entry, looked up): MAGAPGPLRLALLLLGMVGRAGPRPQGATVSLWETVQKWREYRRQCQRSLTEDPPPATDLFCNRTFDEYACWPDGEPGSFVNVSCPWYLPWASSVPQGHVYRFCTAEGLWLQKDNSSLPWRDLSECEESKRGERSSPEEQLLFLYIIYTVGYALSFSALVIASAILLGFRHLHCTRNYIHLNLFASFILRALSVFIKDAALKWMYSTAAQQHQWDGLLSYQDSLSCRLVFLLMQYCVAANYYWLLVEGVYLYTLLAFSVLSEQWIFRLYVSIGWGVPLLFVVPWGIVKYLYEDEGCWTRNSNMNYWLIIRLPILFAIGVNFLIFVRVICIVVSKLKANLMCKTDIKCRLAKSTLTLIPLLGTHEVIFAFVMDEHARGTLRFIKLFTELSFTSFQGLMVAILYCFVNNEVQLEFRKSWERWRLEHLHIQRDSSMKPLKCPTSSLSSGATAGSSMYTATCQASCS
DRD3 antagonist: blocks the human D3 dopamine receptor | max response, negative = inhibition, % | 2.5% of 360,000 active | P35462 | D3R cells, DiscoveRx beta-arrestin luminescence, antagonist mode; active compounds read low; in the data active = max response below about -50%; inconclusive = no clear call, values can overlap the other calls; also: % is scaled to controls: 0 for no effect and ±100 for the full control effect; mostly tested at two doses, the higher about 12 µM
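Cells expressing the human receptor were seeded at 1500 cells/well, incubated overnight at 37 degrees C in 5% CO2, then exposed to library compounds with dopamine controls for 90 minutes at 37 degrees C before luminescent detection.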
HEK293 tox: cytotoxic in the GLP-1 receptor inverse agonist counter-screen. HEK293 cAMP-luciferase reporter cells, luminescence, 24 h. Potency, µM (highest dose often 38.3 µM), for the others: top-dose activity change, negative = inhibition, most hits filed as inhibitors. 0.13% of 410,000 active;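 also: loss of luciferase light is scored as toxicity; potency is read from the fitted curve at half-maximal effect; % is scaled to controls: 0 for no effect and ±100 for the full control effect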
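Compound-treated cells are incubated 24 hr at 37 deg C under 5% CO2 after a 12 hour attachment period, then luciferase detection reagent is added and luminescence is measured following 12 min at room temperature; lowered signal indicates toxicity.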
aSyn yeast inh: rescues yeast growth from alpha-synuclein toxicity | Potency, µM (top dose mostly 46.1 µM), inactives show top-dose growth rescue (activation), actives largely listed as activators | AID 652106 | Yeast expressing alpha-synuclein, growth rescue, BacTiter-Glo, 24 h | 0.14% of 370,000 active; also: potency is read from the fitted curve at half-maximal effect; % of control where 0% means no effect; nearly all actives have a fitted effect of over 65% in size
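Readout is rescue of growth in alpha-synuclein-expressing yeast, so inhibitors of toxicity appear as activators. Growth after 24 hr at 30 deg C in galactose medium is quantified by luminescence.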
PTHR1 ag: activates the human parathyroid hormone receptor PTHR1; Q03431; HEK293 GP2 PTHR1 cells, GloSensor cAMP luminescence, 1 h; Potency, µM (highest dose often 115 µM), for the others: top-dose activation, usual class: activators; 0.075% of 410,000 active; also: potency is read from the fitted curve at half-maximal effect; nearly all actives have a fitted effect of over 55% in size; some results filed as inactive show a strong effect at the top dose; inactives centre near -15; many of its hits are not listed in these tables
Target sequence (Q03431 whole entry, looked up): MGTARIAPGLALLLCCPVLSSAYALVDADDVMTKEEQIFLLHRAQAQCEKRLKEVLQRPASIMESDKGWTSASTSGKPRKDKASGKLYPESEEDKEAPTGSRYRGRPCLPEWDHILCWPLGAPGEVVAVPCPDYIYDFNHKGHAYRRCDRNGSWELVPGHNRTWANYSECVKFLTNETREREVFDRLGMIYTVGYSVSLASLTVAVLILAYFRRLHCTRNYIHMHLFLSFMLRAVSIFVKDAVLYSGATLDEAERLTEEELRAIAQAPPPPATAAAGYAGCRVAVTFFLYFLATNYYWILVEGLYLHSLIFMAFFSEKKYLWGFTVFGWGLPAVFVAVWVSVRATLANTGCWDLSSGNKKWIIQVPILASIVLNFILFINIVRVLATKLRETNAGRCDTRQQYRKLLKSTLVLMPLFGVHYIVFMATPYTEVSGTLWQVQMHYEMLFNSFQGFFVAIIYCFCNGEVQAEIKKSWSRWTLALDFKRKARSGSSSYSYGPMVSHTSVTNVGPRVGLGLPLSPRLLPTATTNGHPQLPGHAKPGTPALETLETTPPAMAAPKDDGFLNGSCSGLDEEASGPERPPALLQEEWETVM
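HEK-293-derived GP2 cells expressing PTHR1 and a GloSensor cAMP reporter, 3,000/well, plated overnight, given luciferin plus IBMX (each 0.5 mM as added) for 1 h at 37 °C, then compound for 1 h at 37 °C. Luminescence was read after 15 min at room temperature.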
GLP1R inv ag: acts as inverse agonist at human GLP-1 receptor; HEK293 GLP-1R CRE-luciferase, luminescence, 24 h; GLP-1R form is constitutively active; P43220; 1.6% of 410,000 active; Potency, µM (series often up to 38.3 µM), for the others: top-dose activity change, negative = inhibition, most hits filed as inhibitors; also: potency is read from the fitted curve at half-maximal effect; % is scaled to controls: 0 for no effect and ±100 for the full control effect; nearly all actives have a fitted effect of over 55% in size
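Using stably transfected HEK293 (constitutively active GLP-1R, cAMP-luciferase reporter), compounds were incubated 24 hr and luciferase measured by luminescence.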
KB-V1 cytotox: kills drug-selected multidrug resistant KB-V1 cells. KB-V1 MDR cells viability, CellTiter-Glo, 72 h. Potency, µM (series often up to 46.1 µM), for inactives: at the highest dose activity change, negative = cytotoxicity, most hits filed as cytotoxic. 3.4% of 400,000 active; also: potency is read from the fitted curve at half-maximal effect; % is scaled to controls: 0 for no effect and ±100 for the full control effect; nearly all actives have a fitted effect of over 60% in size
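Compound-treated KB-V1 multidrug-resistant cells, 72 h, 37 degrees C; viability by CellTiter-Glo. Fitted qHTS curves give the values.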
TDP43 rescue: TDP-43 toxicity inhibition in yeast. TDP-43 expressing yeast growth rescue, BacTiter-Glo, 24 h. Potency, µM (titrated, usually from 46.1 µM), inactives show at the top dose growth rescue (activation), usual class: activators. 1.8% of 410,000 active; also: potency is read from the fitted curve at half-maximal effect; % of control where 0% means no effect; nearly all actives have a fitted effect of over 50% in size
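Luminescence from BacTiter-Glo reports growth of TDP-43-expressing yeast after 24 hr at 30 deg C with compound. Cells were raffinose-pregrown to mid-log, then seeded in galactose medium at OD600=0.02.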
DRD3 agonist: D3 dopamine receptor (human) agonism. 0.58% of 410,000 active. D3R DiscoveRx beta-arrestin cells, luminescence, 90 min. AID 652048. max activation, %; in the data active = max activation above about 30%; also: 0% is about no effect; mostly tested at two doses, the higher about 12 µM
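Agonist mode: compounds and dopamine controls were applied to plated cells for 90 min at 37 degrees C after an overnight attachment at 1500 cells/well. Luminescent read-out followed 30 - 60 minutes at room temperature with DiscoveRx detection reagent.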
* marks the source's active call; other numbers are inactive results; i = inactive; ? = inconclusive; . = not tested or not shown; [ ] = remark or other dose. Unless noted, calls follow the shape of the dose curve; as a rule, active = well fitted curve in the direction sought with a large enough effect; inconclusive = small, poorly fitted or top-dose-only effect, or another doubt; inactive = no such curve, though single readings can be large; an effect the other way counts as inactive or inconclusive.

SMILES | GLP1R ag | DRD3 antagonist | HEK293 tox | aSyn yeast inh | PTHR1 ag | GLP1R inv ag | KB-V1 cytotox | TDP43 rescue | DRD3 agonist
COC(=O)c1ccc(=O)c2nc3/c(=C/O)c(O)cc(=O)c3[nH]c12 | 4% | -4 | ? | 0% | -3% | -25% | ? | 16% | 9
CCN1CCN(c2nc(-c3ccccc3)nc3ccccc23)CC1 | 1% | ? | -11% | 1% | -11% | ? | -23% | 19% | -9
O=C(c1n[nH]c(=O)c2ccccc12)N1CCN(S(=O)(=O)c2ccccc2Cl)CC1 | -3% | -2 | 4% | 0% | i | -15% | 5% | 17% | 0
O=C(Cn1ncc2ccsc2c1=O)N1CCN(c2ccccc2F)CC1 | 7% | . | -14% | 0% | -8% | -7% | -38% | 15% | -5
COCCNC(=S)N(CCCO)Cc1cc2cc3c(cc2[nH]c1=O)OCO3 | -6% | -12 | 2% | -4% | 7% | 11% | 4% | -17% | 1
CC1(c2ccccc2)NC(=O)N(CC(=O)Nc2ccc(N3CCOCC3)cc2N2CCOCC2)C1=O (stereo unspecified) | 0% | -8 | 2% | 0% | -19% | 14% | ? | ? | -6
COc1ccc2oc(=O)c(C(=O)Nc3ccccc3C)cc2c1 | 1% | -1 | 4% | 5% | -44% | 18% | -7% | ? | -1
O=C(Nc1ccc(Cc2ccncc2)cc1)c1ccc([N+](=O)[O-])o1 | -2% | ? | ? | -10% | i | 224%[activator] | 0% | 2% | -7
CCc1ccc(OCC(=O)Nc2ccc(N3CCN(C(=O)c4ccccc4)CC3)cc2)cc1 | 3% | 23 | 5% | 0% | -23% | 9% | -4% | 18% | 9
CCOc1ccccc1NC(=O)Cn1c(=O)n(-c2ccc(Cl)cc2)c(=O)c2oc3ccccc3c21 | . | . | -5% | . | 19% | -5% | . | -3% | -13
O=C(CSc1nnc(-c2ccncc2)n1Cc1ccccc1)NC1CCCc2ccccc21 (stereo unspecified) | 1% | 1 | -10% | -2% | 30% | -7% | 10µM* | 3% | -4
C=CCc1ccccc1OCCNCc1ccccc1 | 5% | -88* | 22%[7.66 µM] | 0% | -20% | -19%[7.66 µM] | -16% | -13%[9.22 µM] | -14
COc1ccc(-c2[nH]ncc2/C=C(/C#N)C(=O)NC2CCCCC2)cc1 | 9% | 0 | -25% | -7% | i | ? | ? | -4% | -1
CC1(C(=O)O)CCC(C(=O)Nc2ccc(OC(F)(F)Cl)cc2)C1(C)C (stereo unspecified) | -4% | 4 | -17% | 14% | -8% | -9% | ? | 27% | -5
CC1(C)CC(=O)C2=C(C1)NC1=C(C(=O)c3ccccc31)C2c1ccccc1 (stereo unspecified) | -9% | -7 | ? | -6% | -5% | ? | 16µM* | 5% | 4
Cc1ccc(S(=O)(=O)N2C[C@H]3C(=O)C[C@@H]4C(=O)N(c5ccccc5)C(=O)[C@@H]4[C@@H]3C[C@H]2c2cccc(Cl)c2)cc1 | -2% | 13 | 4% | -3% | -21% | 11% | 14% | 9% | 6
CCN(CC)S(=O)(=O)c1cc(C(=O)Oc2cccc(-c3cnc4ccccc4n3)c2)ccc1OC | -3% | 4 | -1% | 10% | -4% | 37%[activator] | ? | 4% | 4
CN(C)/C=N/NC(=O)c1ccc(Cl)cc1 | 5% | 5 | 14% | -6% | i | 5% | 7% | -5% | 7
Cc1sc2ncnc(SCC(=O)N3CCOCC3)c2c1C | -1% | 23 | 4% | 4% | -12% | 16% | -2% | 9% | 1
O=S1(=O)NC(=NC2CCCCCC2)c2ccccc21 | -5% | -5 | -3% | -1% | -31% | 3% | 1% | -17% | -16
CCOC(=O)c1ccc(N2C(=O)c3n[nH]c(-c4ccco4)c3C2c2ccc(O)c(OC)c2)cc1 (stereo unspecified) | 8% | . | 3% | . | i | 1% | ? | 8% | -15
COc1cc(Cl)c(C)cc1NC(=O)c1ccc(CN2C(=O)CCn3nc(C)cc32)cc1 | . | . | ? | . | i | 2% | . | -24% | -8
CCC(=O)N1CCCC(C)(C(=O)NS(=O)(=O)c2cccs2)C1 (stereo unspecified) | -2% | 8 | 13% | 1% | i | 24% | 2% | 18% | 6
CCCCOCCCNC(=O)COc1ccccc1 | 18% | 8 | -6% | 9% | i | -1% | 11% | -3% | 4
CS(=O)(=O)N1CCN(c2ccc(C(=O)NC34CC5CC(CC(C5)C3)C4)cc2[N+](=O)[O-])CC1 | -1% | -19 | -18% | 0% | -29% | 10% | -7% | 14% | -3

Ordered by length of the SMILES (highest first): part of the list above
SMILES | GLP1R ag | DRD3 antagonist | HEK293 tox | aSyn yeast inh | PTHR1 ag | GLP1R inv ag | KB-V1 cytotox | TDP43 rescue | DRD3 agonist
CCN(CC)S(=O)(=O)c1cc(C(=O)Oc2cccc(-c3cnc4ccccc4n3)c2)ccc1OC | -3% | 4 | -1% | 10% | -4% | 37%[activator] | ? | 4% | 4
COc1cc(Cl)c(C)cc1NC(=O)c1ccc(CN2C(=O)CCn3nc(C)cc32)cc1 | . | . | ? | . | i | 2% | . | -24% | -8
O=C(Nc1ccc(Cc2ccncc2)cc1)c1ccc([N+](=O)[O-])o1 | -2% | ? | ? | -10% | i | 224%[activator] | 0% | 2% | -7
COCCNC(=S)N(CCCO)Cc1cc2cc3c(cc2[nH]c1=O)OCO3 | -6% | -12 | 2% | -4% | 7% | 11% | 4% | -17% | 1
CCC(=O)N1CCCC(C)(C(=O)NS(=O)(=O)c2cccs2)C1 (stereo unspecified) | -2% | 8 | 13% | 1% | i | 24% | 2% | 18% | 6
O=C(Cn1ncc2ccsc2c1=O)N1CCN(c2ccccc2F)CC1 | 7% | . | -14% | 0% | -8% | -7% | -38% | 15% | -5
CCN1CCN(c2nc(-c3ccccc3)nc3ccccc23)CC1 | 1% | ? | -11% | 1% | -11% | ? | -23% | 19% | -9
Cc1sc2ncnc(SCC(=O)N3CCOCC3)c2c1C | -1% | 23 | 4% | 4% | -12% | 16% | -2% | 9% | 1
CN(C)/C=N/NC(=O)c1ccc(Cl)cc1 | 5% | 5 | 14% | -6% | i | 5% | 7% | -5% | 7
C=CCc1ccccc1OCCNCc1ccccc1 | 5% | -88* | 22%[7.66 µM] | 0% | -20% | -19%[7.66 µM] | -16% | -13%[9.22 µM] | -14
CCCCOCCCNC(=O)COc1ccccc1 | 18% | 8 | -6% | 9% | i | -1% | 11% | -3% | 4

Next section
SMILES | GLP1R ag | DRD3 antagonist | HEK293 tox | aSyn yeast inh | PTHR1 ag | GLP1R inv ag | KB-V1 cytotox | TDP43 rescue | DRD3 agonist
CCc1cc2c(=O)oc(-c3ccccc3F)nc2s1 | -4% | -18 | 2% | -16% | ? | 23% | -2% | 26% | 1
CCOc1ccccc1C1C(C(=O)OC)=CN(C)C=C1C(=O)OC | -1% | 17 | . | 0% | i | -3% | 11% | 11% | 1
CCOC(=O)C1CCN(CC(O)COc2ccc(C(=O)CC)cc2)CC1 (stereo unspecified) | -2% | -16 | 0% | -9% | i | 0% | 4% | 15% | 13
COC(C(=O)NNS(=O)(=O)c1ccccc1[N+](=O)[O-])c1ccccc1 (stereo unspecified) | -4% | 3 | 0% | -3% | i | 14% | 17% | 16% | 3
CCN(CC)C(=O)CSc1nnc([C@H](CCSC)NC(=O)OC(C)(C)C)o1 | 0% | ? | -13% | 0% | -21%[57.5 µM] | -7% | -12% | -12% | -21
Cc1cc(C)n2nc(-c3ccc(Cl)cc3)nc2n1 | . | . | 22% | . | -2% | 15% | ? | -3% | -11
Cc1nc(/N=C(\N)NC(=O)NC2CCCCC2)nc2ccccc12 | 0% | -18 | -27% | -1% | -24% | ? | 5.2µM* | -8% | -4
NC(=O)CNC(=O)C1CCN(S(=O)(=O)c2ccc(-n3cnnn3)cc2)CC1 | 0% | 10 | 7% | 14% | -16% | 11% | 1% | 3% | 1
CCOc1ccc(Br)cc1CNCCN1CCOCC1 | 2% | -25 | 74%[activator] | 2% | i | 4% | ? | -1% | -6
O=C(Cn1c(NCCCO)nc2ccccc21)c1cccs1 | 3% | -13 | -16% | 1% | i | -5% | 5% | 17% | -6
COC(=O)c1ccc(OCC(=O)Nc2ccsc2C(=O)OC)cc1 | 2% | 21 | 0% | 5% | i | 11% | -18% | 17% | 10
Cc1cc(OCCN2CCCC2)ccc1[N+](=O)[O-] | 4% | -63* | 11% | -1% | i | 0% | -28% | 0% | -23
O=C1CC2(CCCC2)C(=O)N1c1ccc(S(=O)(=O)NCC2CC2)cc1Cl | 7% | 6 | 5% | -1% | -15% | -21% | ? | -10% | 1
CC(C)NC(=O)C1CC=CCC1C(=O)O (stereo unspecified) | -24% | -20 | -13% | 1% | i | 18% | 1% | -13% | 3
COc1cccc(OC)c1OCCCN1CCC(Cc2ccccc2)CC1 | 1% | -95* | -19% | 2% | -24% | -15% | 7% | -18% | -20
CCC(C)C(=O)OC1CCC=C2C=CC(C)C(CCC3CC(O)CC(=O)O3)C21 (stereo unspecified) | 1% | -18 | -22% | 1% | i | -50% | 18µM* | 1% | 4
COC(=O)CCSc1cc([N+](=O)[O-])cc2c1c(C1OCCS1)nn2-c1ccccc1 (stereo unspecified) | 23% | -26 | 17% | 0% | -5%[57.5 µM] | ? | -13% | 14% | -4
CC(C)(C)n1cnc2cc(NC(=O)c3ccc(Cl)cc3)ccc21 | 1% | -28 | 3% | -1% | -45%[inhibitor] | ? | -17% | 5% | -8
CSc1cccc(CNC(=O)C2CCC(=O)N(CCc3ccccc3)C2)c1 (stereo unspecified) | 19% | -5 | -15% | 2% | -30%[inhibitor] | -15% | ? | ? | 3

An excerpt; rates above refer to the full screens.
